NR2E3 ag-1 – activates human NR2E3 receptor | Q9Y5X4 | CHO-S Gal4-NCOR/VP16-NR2E3 two-hybrid, luciferase | inhibition of corepressor binding, % at 3.98 µM | 360,000 tested, 0.35% active | AID 602229;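 active = inhibition above the mean of all tested compounds plus 3 SD, cut at about 70% in these data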;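 note: 0% = DMSO with NR2E3 transfected cells and 100% = cells lacking NR2E3 construct; higher means lower luciferase signal from less NR2E3 corepressor binding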
TRPM1 prom inh – MITF TRPM1 promoter inhibition in SK-MEL-5 cells | SK-MEL-5 TRPM1 promoter luciferase, 24 h | inhibition, % at 12.5 µM | 330,000 tested, 0.83% active | AID 488899;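 active = mean inhibition across replicates of 60% or more, whatever share of single replicates reaches that level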; note: values of inactives mirror those of a sister screen read the other way
Shn3 3UTR inh – inhibitors of Schnurri-3 3'UTR reporter in osteoblasts; Clone20 osteoblast Shn3 3'UTR firefly luciferase, 24 h; inhibition, % at 12.5 µM; 360,000 tested, 0.52% active; AID 588674;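 active = mean inhibition of at least 75% with every replicate also reaching 75%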;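 note: 0% = median of neutral control wells and 100% = pilot-screen positive control compound; some compounds past the cut are filed as inactive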
H9c2 protect – myocardial damage modulation in H9c2 cells; H9c2 cardiomyocytes, H2O2 injury protection, ATPLite, 2 h; AID 588492; protection from H2O2 cell death, % at 20 µM; 360,000 tested, 0.63% active;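 active = compounds giving at least 50% protection of heart cells from peroxide-induced death in the single-dose screen, raw or plate-pattern-corrected value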;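 note: 0% = DMSO wells with peroxide and 100% = DMSO wells without peroxide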
HIF-2a block – HIF-2a inhibition; 786-0 RCC cells HIF-2a reporter, luciferase luminescence, overnight; inhibition, % at 18.8 µM; 360,000 tested, 0.72% active; AID 624352;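 active = inhibition of the luminescence signal of 40% or more relative to plate controls, in a single-dose primary screen at 18.75 µM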
CaV13 ICDI inh – Primary screen for inhibitors of IQ motif and Ca2+-dependent inactivation inhibitor domain binding in CACNA1D, Förster resonance energy transfer in living cells, …. HEK cells, CFP/YFP FRET ICDI-IQ, plate reader, 10 min; percent FRET-ratio fall versus neutral wells. inhibition, % at 12.3 µM. 340,000 tested, 0.098% active;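 active = mean replicate inhibition of at least 30% and at least 1% of replicates passing that level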;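 note: 0% = median of the neutral control wells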
hiPSC survival – enhancers of human iPSC single-cell survival; 360,000 tested, 0.044% active; hiPSC single-cell survival, ATPlite luminescence; 100% = ROCK inhibitor wells, 0% = DMSO; survival enhancement, % at 20 µM; in the data active = survival enhancement above about 18%;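 note: cells exposed to compounds for 16 hours before the ATP read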
NR2E3 ag-2 – agonists of human nuclear receptor NR2E3 | Q9Y5X4 | GST-NR2E3/biotin-RetCOR TR-FRET, 1536-well | inhibition of corepressor binding, % at 4.78 µM | 320,000 tested, 0.12% active | AID 2300;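 active = percent inhibition above the cutoff of mean plus 3 SD of all tested compounds, set per screening campaign, cut at about 20% in these data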;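 note: 0% = DMSO wells and 100% = biotin wells as full block of FRET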
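System: GST-NR2E3 and biotin-RetCOR proteins; probe or stimulus: 7 nM biotin-RetCOR; doses: compound at 4.8 µM, single dose; schedule: Compound–protein incubation for 5 h at 4 °C; detection: time-resolved FRET; read-out: percent inhibition; controls: biotin wells as high control, 0.6% DMSO wells as low control; format: 1536-well plates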
PDI turbidity – inhibitors of human protein disulfide isomerase; inhibition, % at 10 µM; PDI insulin aggregation turbidity, A650, 90 min; P07237; 350,000 tested, 0.052% active; AID 588391;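 active = mean inhibition across replicates of 30% or more, whatever share of single replicates reach that level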;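 note: absorbance from insulin aggregation driven by PDI reduction with DTT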
Target sequence (P07237 whole entry, looked up): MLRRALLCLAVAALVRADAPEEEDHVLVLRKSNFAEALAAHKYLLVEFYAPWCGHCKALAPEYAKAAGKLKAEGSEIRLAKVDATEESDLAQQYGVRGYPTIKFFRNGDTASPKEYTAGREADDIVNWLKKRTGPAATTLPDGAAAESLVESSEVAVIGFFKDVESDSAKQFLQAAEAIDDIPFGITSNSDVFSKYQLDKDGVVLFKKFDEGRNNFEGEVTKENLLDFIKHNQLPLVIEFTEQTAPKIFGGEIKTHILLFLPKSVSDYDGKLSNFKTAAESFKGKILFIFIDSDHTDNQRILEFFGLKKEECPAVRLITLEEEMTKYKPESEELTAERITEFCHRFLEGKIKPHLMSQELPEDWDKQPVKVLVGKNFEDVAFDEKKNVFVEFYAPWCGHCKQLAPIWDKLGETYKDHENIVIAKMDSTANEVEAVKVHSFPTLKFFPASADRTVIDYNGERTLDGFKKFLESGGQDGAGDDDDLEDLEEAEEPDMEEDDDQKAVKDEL
Peg3 promoter – Peg3 promoter activity inhibition; AID 588405; 360,000 tested, 1.7% active; inhibition, % at 20 µM; HeLa PEG-Prom luciferase reporter, luminescence, overnight;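 active = inhibition of at least 50% at 20 µM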
HTR2A ag – activates the mouse 5-HT2A serotonin receptor; 360,000 tested, 0.66% active; AID 624169; activation, % at 7.6 µM; CHO-K1 mHTR2A beta-arrestin complementation, luminescence; percent of 30 µM serotonin response; P35363;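 active = activation above a run cutoff, the mean activation of all tested compounds plus 3 SD, cut at about 14% in these data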;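 note: 0% = plate median of compound wells and 100% = 30 µM serotonin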
Target sequence (P35363 whole entry, looked up): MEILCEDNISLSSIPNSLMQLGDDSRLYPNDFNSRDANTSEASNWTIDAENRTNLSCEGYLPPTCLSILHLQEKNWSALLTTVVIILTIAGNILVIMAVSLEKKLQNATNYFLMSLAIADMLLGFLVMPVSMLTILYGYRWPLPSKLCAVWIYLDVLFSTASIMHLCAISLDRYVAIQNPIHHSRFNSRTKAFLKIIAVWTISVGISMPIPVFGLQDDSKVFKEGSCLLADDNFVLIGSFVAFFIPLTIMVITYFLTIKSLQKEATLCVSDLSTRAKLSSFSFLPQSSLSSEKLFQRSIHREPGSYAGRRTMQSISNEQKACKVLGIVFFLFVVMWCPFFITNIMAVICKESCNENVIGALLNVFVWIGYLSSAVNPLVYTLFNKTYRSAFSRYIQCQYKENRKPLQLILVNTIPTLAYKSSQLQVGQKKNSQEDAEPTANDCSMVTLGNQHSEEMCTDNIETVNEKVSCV
* hit, by the source's call; . = no result given.

SMILES	NR2E3 ag-1	TRPM1 prom inh	Shn3 3UTR inh	H9c2 protect	HIF-2a block	CaV13 ICDI inh	hiPSC survival	NR2E3 ag-2	PDI turbidity	Peg3 promoter	HTR2A ag
OCc1nc2ccccc2n1CCCCOc1ccccc1	-10	17	8	-5	3	-5	0.3	2	6	6	5
Cn1nc(C(C)(C)C)c([N+](=O)[O-])c1C(=O)N1CCOCC1	2	11	3	-3	12	-7	0.8	-2	-3	15	2
O=C(CSc1nccc(-c2cccs2)n1)Nc1ccc(Cl)cc1	-16	3	11	-3	10	-4	0.2	-4	3	6	-7
CC1CCCCC1N1CN=C(Nc2nc3ccccc3s2)NC1 (stereo not drawn)	9	12	41	0	-34	-5	0.9	1	-4	5	-4
C/C=C(/C)C(=O)O[C@@H]1[C@H](OC(=O)C=C(C)C)c2c(ccc3ccc(=O)oc23)OC1(C)C	-5	-4	34	-17	3	-10	0.2	-1	5	-6	11
O=C(NC1CCCCC1)C(=S)N1CCOCC1	-3	10	10	-9	18	-1	0.5	-2	2	14	6
Cc1nc2c(c(C)nn2-c2ccccc2)c(C)c1CCC(=O)NCCCOC(C)C	7	14	15	-1	17	-2	-0.2	0	1	14	-3
CCOC(=O)C1(c2csc(N)n2)COC(=O)C1 (stereo not drawn)	1	3	-5	-2	11	-4	-2.1	-3	6	12	6
CCOc1ccccc1OCCCC(=O)Nc1cccc(-n2cnnn2)c1C	-30	9	-8	2	13	-4	0.9	2	-4	15	1
CNC(=S)NCCc1ccc(OC)c(OC)c1	-4	1	12	4	18	-5	0.4	2	3	-3	5
CC(C)OCCCNC(=O)c1ccc(N(C)S(C)(=O)=O)cc1	-9	-7	-8	0	-6	-3	-1.1	-1	-4	-13	0
Cc1nc2ccc(C(=O)O)cc2c2c1CC(C)S2 (stereo not drawn)	-18	8	2	-4	11	0	-0.6	1	-3	4	0
CC(C)OC(=O)c1ccc(NCc2cc(O)ccc2O)cc1	3	16	95*	-5	35	-5	-2.6	.	-2	46	1
O=C(CC1=NCCNC(c2ccccc2)C1)c1ccccc1O (stereo not drawn)	-94	-36	8	32	-219	-9	-0.4	2	2	-224	-4
CCc1sc(C(=O)N2CCN(CC(=O)Nc3cccc(F)c3)CC2)cc1C	-38	-53	-90	1	-332	-2	0.6	0	1	-282	-5
CCN(CC(=O)NCc1ccc(F)cc1)CC(=O)NC1CCCC1	-12	1	7	-2	12	-4	0.4	7	-5	-3	-5
Cn1c(-c2ccc3c(c2)OCO3)cnc1N	-41	2	-10	5	-26	-3	-0.8	0	1	-42	-7
COc1cccc(C2=NCCc3cc4c(cc32)OCO4)c1OC	23	-5	13	-8	6	-5	-1.5	0	-14	10	2
Cn1c(C(=O)NCCCN2CCCC2=O)cc2c(=O)n(C)c3ccccc3c21	3	12	-3	10	-8	-2	1.4	-2	.	6	0
COc1cccc(N2CCN(C(=O)c3cc(C)oc3C)CC2)c1	-44	2	-31	5	9	-3	-0.3	5	-6	12	-8

Some of these compounds in order of number of heavy atoms, falling:
SMILES	NR2E3 ag-1	TRPM1 prom inh	Shn3 3UTR inh	H9c2 protect	HIF-2a block	CaV13 ICDI inh	hiPSC survival	NR2E3 ag-2	PDI turbidity	Peg3 promoter	HTR2A ag
CCc1sc(C(=O)N2CCN(CC(=O)Nc3cccc(F)c3)CC2)cc1C	-38	-53	-90	1	-332	-2	0.6	0	1	-282	-5
CCN(CC(=O)NCc1ccc(F)cc1)CC(=O)NC1CCCC1	-12	1	7	-2	12	-4	0.4	7	-5	-3	-5
Cc1nc2ccc(C(=O)O)cc2c2c1CC(C)S2 (stereo not drawn)	-18	8	2	-4	11	0	-0.6	1	-3	4	0

Continuation.
SMILES	NR2E3 ag-1	TRPM1 prom inh	Shn3 3UTR inh	H9c2 protect	HIF-2a block	CaV13 ICDI inh	hiPSC survival	NR2E3 ag-2	PDI turbidity	Peg3 promoter	HTR2A ag
Cc1ccc(-c2ccc3c(c2)O[C@H](CN(C)C(=O)Nc2ccc(C(F)(F)F)cc2)[C@H](C)CN([C@H](C)CO)S3(=O)=O)cc1	-1	.	-8	-3	8	-4	0.1	.	.	20	2
COc1ccc(CNC(=O)COc2ccc(C)nc2[N+](=O)[O-])cc1	7	-17	-17	1	20	-1	0.2	1	4	23	-3
COC(=O)CC1C(=O)NCCN1C(=S)NC(=O)c1sc2ccccc2c1Cl (stereo not drawn)	-32	-1	13	-2	-20	4	0.2	7	4	-12	-4
Cc1cc2nc(C3CCN(C(=S)NCCCOC(C)C)CC3)[nH]c2cc1C	3	10	9	2	8	4	1.1	0	-8	11	5
O=C1Nc2ccc(S(=O)(=O)NCc3ccccn3)c3cccc1c23	-18	12	41	4	8	-5	-0.4	.	-9	7	2
Cc1nn(C)c(C)c1CNC(=O)c1cc2n(n1)C(C(F)(F)F)CC(c1cccs1)N2 (stereo not drawn)	22	12	72	-13	3	-8	0.3	-1	-5	18	2
CCOC(=O)c1sc(=S)n(-c2ccc(C)cc2)c1SC	1	-4	11	-2	-13	-6	0.3	0	3	4	4
COc1cc(/C=N/NC(=O)c2cc3ccccc3cc2O)ccc1OCCN1CCCCC1	0	-16	-15	9	-70	-17	3.6	3	-2	-71	-4
CCN(C(=O)CSc1nnc(C)c(=O)[nH]1)c1cccc2ccccc12	22	5	-9	10	-6	-2	-2.0	.	12	-7	1
COc1ccccc1N(CC(=O)Nc1ccc(Cc2ccncc2)cc1)S(=O)(=O)c1ccccc1	44	9	27	-2	31	-7	0.1	3	-2	31	-7
CN(C)S(=O)(=O)c1ccc(C(=O)OCC(=O)c2ccc3c(c2)NC(=O)CO3)cc1	-1	-3	-1	-5	8	-6	-0.8	1	-2	8	3
Cc1ccc(S(=O)(=O)N2CCN(S(=O)(=O)c3c(C)n[nH]c3C)CC2)cc1C	-9	8	0	2	-1	-1	-0.3	0	4	15	0
Cc1nn(CC(=O)NC(=O)NC2CCCCC2C)c(=O)c(C#N)c1C (stereo not drawn)	-11	3	10	5	14	-6	-0.4	-1	5	6	4
O=C1C(Cc2ccc3[nH]ccc3c2)NC(=S)N1c1ccccc1 (stereo not drawn)	-8	2	4	-4	-2	-20	-0.2	-1	-3	-9	-3
Cc1ccc(-c2nc(COC(=O)C3=NN(c4ccccc4)C(=O)CC3)cs2)cc1	-42	-9	-45	-8	-183	-5	0.6	0	-1	-74	-3
O=C(Nc1ccc2ncccc2c1)c1cccc(Br)c1	-35	-38	-83	5	-315	-4	-0.1	-3	8	-339	-3
O=C(Nc1ccccc1)OCC1CCCN2CCCCC12 (stereo not drawn)	-11	3	-13	10	-13	.	-0.8	-2	-2	2	-2
Cc1ccccc1C(=O)NN1C(=O)CSC1=S	8	0	1	0	14	-2	-0.4	-1	-8	15	2
C/C(=N\Nc1ccc(Cl)c(C(=O)O)c1)c1cccc([N+](=O)[O-])c1	-46	-7	.	2	-61	-6	0.8	0	0	-33	0
COc1ccc2oc(=O)c(C(=O)C[n+]3cccc(C)c3)cc2c1	-9	-1	5	12	15	5	-0.6	2	1	-3	1
COC(=O)Nc1ccc(S(=O)(=O)N2CCCc3ccccc32)cc1	-66	7	-1	-4	-8	-5	-0.7	6	-2	18	-1
Cc1nnc(SCC(=O)Nc2ccccc2F)n1Cc1ccco1	10	-7	2	10	-3	-5	0.0	5	8	-1	-2
COc1ccc(-c2nnn(CC(=O)N(CC(=O)NC3CCCC3)c3ccccc3)n2)cc1OC	-9	1	9	-4	23	7	0.3	-1	8	23	1
Cc1scc(-c2n[nH]c(=S)n2C(C)c2ccccc2)c1C (stereo not drawn)	-10	4	6	-5	16	-18	-0.5	-5	0	16	-3
O=C(CSc1ccccc1)N1CCCC(Nc2ccccc2)C1 (stereo not drawn)	3	13	7	-4	-8	-3	0.2	1	7	-12	-6
COc1ccccc1/C=C\C=N\n1c(-c2ccc(Cl)cc2)n[nH]c1=S	17	-4	15	-11	-17	-3	4.0	-4	1	22	1
CC1(C)CNC(=O)CC(C)(C)N1	-6	6	-24	5	10	5	-1.7	1	2	4	1
CC(C)COc1ccc(C(=O)OCC(=O)NCc2cccs2)cc1	-11	-6	15	-11	5	-9	-1.8	.	-2	-5	-7
O=C(N/N=C/c1ccc(OCc2ccc(F)cc2)cc1)c1ccccc1	-75	-41	-5	-1	-24	-5	-0.4	1	1	-37	0
CC(C)NS(=O)(=O)c1ccc2c(c1)NCC2	-6	15	20	1	13	-3	2.5	1	11	9	-2

Some of the entries so far, field by field.
> C/C(=N\Nc1ccc(Cl)c(C(=O)O)c1)c1cccc([N+](=O)[O-])c1
  NR2E3 ag-1: -46	TRPM1 prom inh: -7	Shn3 3UTR inh: .	H9c2 protect: 2	HIF-2a block: -61	CaV13 ICDI inh: -6	hiPSC survival: 0.8	NR2E3 ag-2: 0	PDI turbidity: 0	Peg3 promoter: -33	HTR2A ag: 0
> C/C=C(/C)C(=O)O[C@@H]1[C@H](OC(=O)C=C(C)C)c2c(ccc3ccc(=O)oc23)OC1(C)C
  NR2E3 ag-1: -5	TRPM1 prom inh: -4	Shn3 3UTR inh: 34	H9c2 protect: -17	HIF-2a block: 3	CaV13 ICDI inh: -10	hiPSC survival: 0.2	NR2E3 ag-2: -1	PDI turbidity: 5	Peg3 promoter: -6	HTR2A ag: 11
> Cc1scc(-c2n[nH]c(=S)n2C(C)c2ccccc2)c1C (stereo not drawn)
  NR2E3 ag-1: -10	TRPM1 prom inh: 4	Shn3 3UTR inh: 6	H9c2 protect: -5	HIF-2a block: 16	CaV13 ICDI inh: -18	hiPSC survival: -0.5	NR2E3 ag-2: -5	PDI turbidity: 0	Peg3 promoter: 16	HTR2A ag: -3

Next section
SMILES	NR2E3 ag-1	TRPM1 prom inh	Shn3 3UTR inh	H9c2 protect	HIF-2a block	CaV13 ICDI inh	hiPSC survival	NR2E3 ag-2	PDI turbidity	Peg3 promoter	HTR2A ag
CC(C)NC(=O)CSc1ccccc1C(=O)N1CCN(S(=O)(=O)Cc2ccccc2)CC1	20	-6	24	4	7	-6	-0.2	.	0	-6	1
CCOC(=O)[C@]12CCCC=C1N(Cc1cccc3ccccc13)C(=O)[C@H](CC(=O)NCC13CC4CC(CC(C4)C1)C3)C2	-13	.	.	.	3	-4	0.9	.	.	.	1
COc1ccc(N2CCN(C(=O)c3cc(C)on3)CC2)cc1	-15	9	8	2	4	-3	-0.5	-2	-5	1	-4
CCC(C)c1ccccc1OCCn1ccnc1 (stereo not drawn)	-15	-3	-8	-10	5	-2	-0.3	0	1	7	1

Nothing new here: two of the compounds above.
SMILES	NR2E3 ag-1	TRPM1 prom inh	Shn3 3UTR inh	H9c2 protect	HIF-2a block	CaV13 ICDI inh	hiPSC survival	NR2E3 ag-2	PDI turbidity	Peg3 promoter	HTR2A ag
CC(C)NS(=O)(=O)c1ccc2c(c1)NCC2	-6	15	20	1	13	-3	2.5	1	11	9	-2
CC(C)NC(=O)CSc1ccccc1C(=O)N1CCN(S(=O)(=O)Cc2ccccc2)CC1	20	-6	24	4	7	-6	-0.2	.	0	-6	1

Bioassay records deposited in PubChem BioAssay by several laboratories.
